High-throughput results: PubChem, several laboratories
cardiac RTF act = cardiac RTF calcium sensitivity activators, primary screen, biochemical, IANBD-TnC fluorescence, EC20 calcium | Troponin I, cardiac muscle (Homo sapiens) + Troponin T, cardiac muscle (Homo sapiens) + … | IANBD-labeled TnC RTF fluorescence at EC20 calcium; 0% EC20 calcium, 100% full calcium | activation, % at 7.2 µM | hit rate 0.24% among 340,000 | AID 493008, 2010;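 active means activation above the mean over all tested compounds plus 3 SD, cut at about 30% in these data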;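 further: rise in fluorescence read as greater calcium sensitivity of cardiac thin filaments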
SR-BI DiI-HDL act = activators of SR-BI mediated DiI-HDL uptake, primary screen, ldlA[mSR-BI] CHO cells, DiI fluorescence | 3 h; 100 = double the neutral-control signal | activation, % at 12.5 µM | hit rate 0.096% among 320,000 | AID 504775, 2011;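 active means mean replicate activation of at least 60% and every replicate at or above 60%; inconclusive means mean or all-replicate condition met, but not both; inactive means mean below 60% and not all replicates reaching 60%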;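 further: 0% = median plate neutral-control signal and 100% = twice that signal; values of inactives mirror those of a sister screen read the other way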
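Assay system: LDL receptor-deficient CHO ldlA cells overexpressing murine SR-BI / Medium: BSA-supplemented, HEPES-buffered Ham's F12, pH 7.4 / Probe or stimulus: DiI-labelled HDL at 10 µg/mL final / Timing: compound with DiI-HDL co-incubation, 3 h at 37 °C / Technique: bottom-read cell fluorescence after medium removal, ex 550/em 595 nm / Measure: HDL uptake via cellular fluorescence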
Wnt act = Wnt/beta-catenin pathway activators, primary screen, cell-based, plate reader, single point; Wnt/beta-catenin reporter cell assay, activator; activation, % at 9.35 µM; hit rate 1.2% among 300,000; AID 743398, 2014; in the data active means activation above about 30%, passing the limit was not always enough; inconclusive means no clear call, values can overlap the other calls;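 further: 0% = neutral control wells and 100% = positive control wells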
HTR5A ag = HTR5A agonists in luminescence cell assay, primary screen, counter-screen for OPRM1-OPRD1 heterodimer agonist project, full-deck HTS; 5-hydroxytryptamine receptor 5A (Homo sapiens), P47898; cell-based; activation, % at 9.3 µM; hit rate 0.61% among 340,000; AID 504692, 2011; in the data active means activation mostly above about 9.5%, no sharp cut-off; inactive means mostly below about 7.6%;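 further: 0% = cells with vehicle only and 100% = reference agonist; strong numbers were not always called active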
Target sequence (P47898 whole entry, looked up): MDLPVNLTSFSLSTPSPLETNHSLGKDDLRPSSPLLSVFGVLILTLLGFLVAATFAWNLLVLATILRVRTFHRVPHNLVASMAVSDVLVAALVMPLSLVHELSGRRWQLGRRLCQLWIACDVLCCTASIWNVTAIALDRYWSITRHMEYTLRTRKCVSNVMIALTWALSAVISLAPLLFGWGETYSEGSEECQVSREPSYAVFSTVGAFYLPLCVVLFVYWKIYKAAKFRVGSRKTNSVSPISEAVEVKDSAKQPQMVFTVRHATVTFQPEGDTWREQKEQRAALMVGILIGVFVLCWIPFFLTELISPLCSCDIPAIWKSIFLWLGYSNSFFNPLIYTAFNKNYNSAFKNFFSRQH
Rtt109 HAT inh = inhibitors of C. albicans Rtt109/Vps75 HAT, primary screen, biochemical, ThioGlo CoA-SH fluorescence, plate reader | Histone acetyltransferase RTT109 (Candida albicans (strain SC5314 / ATCC MYA-2876)), … | inhibition, % at 34.9 µM | purified Rtt109/Vps75, 4 h | hit rate 0.16% among 330,000;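 active means inhibition of at least 50% in every replicate; inconclusive means best replicate reaches 50% inhibition but some replicates fall short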
Target sequence (Q5AAJ8 whole entry, looked up): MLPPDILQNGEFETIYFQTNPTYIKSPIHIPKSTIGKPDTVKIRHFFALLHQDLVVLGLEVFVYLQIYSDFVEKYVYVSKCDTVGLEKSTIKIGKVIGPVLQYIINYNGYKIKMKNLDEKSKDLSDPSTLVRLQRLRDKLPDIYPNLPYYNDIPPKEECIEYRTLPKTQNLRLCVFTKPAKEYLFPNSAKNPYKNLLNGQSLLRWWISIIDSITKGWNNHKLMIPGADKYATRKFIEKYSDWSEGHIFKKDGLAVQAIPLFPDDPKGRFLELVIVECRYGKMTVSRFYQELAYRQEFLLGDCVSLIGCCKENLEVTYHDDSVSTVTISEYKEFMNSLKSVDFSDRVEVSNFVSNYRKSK
PvdQ inh = P. aeruginosa PvdQ acylase inhibitors, primary screen, biochemical, fluorescence, plate reader and imaging, single point; AID 488965, 2010; hit rate 0.063% among 340,000; purified PvdQ acylase; PvdQ acylase [Pseudomonas aeruginosa LESB58]; inhibition, % at 10 µM; in the data active means inhibition above about 30%, passing the limit was not always enough; inconclusive means no clear call, values can overlap the other calls;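 further: 0% = vehicle neutral wells and 100% = reference inhibitor wells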
dFosB act = activators of delta FosB homodimer, primary screen, biochemical, fluorescence polarization, TAMRA-CDK5 oligo, single point | hit rate 0.99% among 340,000 | purified delta FosB; percent of positive-control signal above neutral wells | activation, % at 25 µM | AID 493131, 2011;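 active means mean activation above about 17%, with every replicate also reaching it, limit read from the data, passing the limit was not always enough; inconclusive means only one of the two conditions met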;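 further: fluorescence polarization rise as delta FosB binds a TAMRA Cdk5 AP-1 oligo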
Target sequence (P13346 whole entry, looked up): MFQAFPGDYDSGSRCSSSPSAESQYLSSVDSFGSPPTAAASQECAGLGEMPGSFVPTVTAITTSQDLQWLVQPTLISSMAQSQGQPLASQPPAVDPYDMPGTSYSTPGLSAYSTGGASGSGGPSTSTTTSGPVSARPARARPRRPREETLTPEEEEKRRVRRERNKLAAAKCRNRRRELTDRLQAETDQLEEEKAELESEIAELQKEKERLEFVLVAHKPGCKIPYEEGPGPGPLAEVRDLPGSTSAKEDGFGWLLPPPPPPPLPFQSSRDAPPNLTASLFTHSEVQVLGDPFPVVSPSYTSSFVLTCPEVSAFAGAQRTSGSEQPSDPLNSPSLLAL
CDK5 inh = inhibitors of human CDK5/p35 kinase, primary screen, biochemical, single concentration | Recombinant CDK5/p35, ADP-Glo luminescence, 60 min | inhibition, % at 10 µM | hit rate 0.01% among 330,000 | AID 488839, 2010;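 active means highest replicate inhibition of at least 50% and at least 75% of replicates reaching 50%; inconclusive means only one of the two criteria met; inactive means both criteria failed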;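 further: plate controls were DMSO neutral control for no effect and GW8510 at 10 µM for full effect; many of its hits are not listed in these tables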
MITF TRPM1 HTS = activators of MITF-driven TRPM1 promoter reporter, primary screen, cell-based, SK-MEL-5, luciferase, single point; AID 588334, 2011; activation, % at 12.5 µM; hit rate 0.75% among 300,000; SK-MEL-5 TRPM1-promoter luciferase, 24 h; % of positive control, neutral wells = 0;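 active means mean activation of at least 80% with every replicate also reaching 80%; inconclusive means mean reaches 80% but some replicate falls short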;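 further: 0% = neutral control wells and 100% = parthenolide positive control wells; values of inactives mirror those of a sister screen read the other way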
SR-BI HDL uptake = inhibitors of SR-BI mediated HDL lipid uptake, primary screen, ldlA[mSR-BI] cells, fluorescence, single point. Scavenger receptor class B member 1 (Mus musculus), Q61009. ldlA[mSR-BI] CHO cells, DiI-HDL uptake fluorescence, 3 h. inhibition, % at 12.5 µM. hit rate 0.96% among 320,000. AID 488896, 2010;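 active means mean replicate inhibition of at least 70% and a set share of replicates each scoring 70 or more; inconclusive means meets just one of the two criteria; inactive means fails both criteria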;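 further: 0% = median of neutral control wells and 100% = median of positive control wells; values of inactives mirror those of a sister screen read the other way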
* hit, by the source's call; u = inconclusive; x = not tested or not shown.

canonical_smiles,cardiac RTF act,SR-BI DiI-HDL act,Wnt act,HTR5A ag,Rtt109 HAT inh,PvdQ inh,dFosB act,CDK5 inh,MITF TRPM1 HTS,SR-BI HDL uptake
O=C(NCc1ccco1)c1ccc(S(=O)(=O)N2CCCCCC2)cc1,-0.9,-28.4,-1.0,1.1,-2.9,-9.9,4.7,-0.3,-1.0,28.4
C=CCNC(=O)/C(C#N)=C/c1c(N2CCCCCC2)nc2ccccn2c1=O,0.7,x,-0.5,0.5,-1.8,-21.5,-13.5,2.7,1.0,x
NS(=O)(=O)c1ccc(NC2(C(=O)O)CCCC2)cc1,2.7,x,2.8,-1.4,-0.9,-17.1,0.5,0.7,-9.7,x
COc1ccc(NC(=O)CN(C)CC(=O)N2CCCCCC2)cc1,-3.5,9.5,-0.1,-5.8,-10.1,-0.7,-1.4,1.2,5.8,-9.5
Cc1ccc(C)c(OCc2nnc(N)s2)c1,-2.0,9.7,x,-10.3,14.4,4.3,-6.0,0.1,-10.9,-9.7
CC1(C)CC(NC(=O)c2cccc(S(=O)(=O)N(Cc3ccccc3)c3ccccc3)c2)CC(C)(C)N1,-2.2,23.5,-6.8,0.5,19.1,-3.7,6.6,-0.7,-54.4,-23.5
O=c1c2ccccc2cnn1Cc1n[nH]c(=S)n1-c1ccc(Cl)cc1,-1.9,-17.6,0.0,3.5,-2.4,-6.7,-0.3,-0.6,-3.3,17.6
COc1cccc(C(=O)NC2CCN(C(=O)N3c4ccccc4Sc4ccccc43)CC2)c1,-1.5,-55.7,-2.4,4.5,6.8,-5.0,-8.4,-1.9,-12.0,55.7
CC(C)(C)c1cc(CNC2CS(=O)(=O)C[C@@H]2O)cc(C(C)(C)C)c1O (stereo not given in full),-2.7,30.2,-1.5,-3.9,x,7.2,1.5,0.4,-3.8,-30.2
O=C(OCc1nc2ccccc2s1)c1ccc(Br)s1,3.4,9.4,18.8,6.1,-23.4,3.4,-5.5,-0.9,-0.2,-9.4
COCCn1c(=O)[nH]c2cc(C(=O)NCCCN3CCN(c4ccc(F)cc4)CC3)ccc2c1=O,-5.0,18.5,x,-0.2,5.7,3.2,-5.2,1.4,0.8,-18.5
Cc1sc2ncnc(N3CCC(C(=O)N(C)CC(=O)Nc4ccccc4Cl)CC3)c2c1C,-4.2,-54.6,-2.2,6.2,16.3,1.9,-8.1,0.5,-5.0,54.6
Nc1ccc(N=Nc2ccccc2)cc1[N+](=O)[O-],-1.1,-61.7,-3.8,-3.5,5.3,-8.3,4.0,-0.9,40.9,61.7
CC[C@]12C(=O)N(C)C[C@H]([C@@H]3C(=O)N(C)C(=O)[C@@H]31)N2C(=O)c1ccc(Cl)c(Cl)c1,1.4,-7.7,x,7.7,0.7,-12.1,-1.0,-1.1,-4.1,7.7
C(=N\n1cnnc1)/c1ccc2c(c1)OCCO2,-5.8,1.8,x,0.7,8.6,5.5,-0.4,1.7,0.1,-1.8
O=C1C=CC(=O)c2c(O)c(N3CCN(CCOCCO)CC3)c(Br)c(O)c21,-0.7,-4.9,-0.7,-2.2,-0.1,-14.8,-12.6,4.6,-95.3,4.9
CC1CCCCC1NC(=O)CSc1nncs1 (stereo not given),1.0,-3.0,-0.9,12.0,-3.1,-8.8,2.7,1.4,11.3,3.0
COC(=O)C1=C(C)NC(=O)CC1c1ccccc1 (stereo not given),0.2,19.5,-1.2,1.2,3.4,-4.7,2.4,-0.4,-6.8,-19.5
COc1cc(/C=N/NC(=O)c2ccc(N)cc2)ccc1OC(=O)c1cccc(C)c1,-4.9,-48.8,0.4,4.9,0.9,2.2,7.7,1.0,12.2,48.8
Cc1ncoc1C(=O)N1CCCC(C(=O)c2ccc3c4c(cccc24)CC3)C1 (stereo not given),-2.6,-39.4,-0.5,0.0,5.8,-2.7,-4.0,0.9,5.7,39.4
Cc1ccc(Cl)c(OCCCCN2CCC(C)CC2)c1,-1.8,18.0,1.7,0.4,-19.0,-12.9,1.6,-0.4,11.1,-18.0
CCCCOc1ccc(C2NC(=O)NC(C)=C2C(C)=O)cc1OCC (stereo not given),-4.9,11.1,x,1.7,-6.5,-1.8,-9.6,0.2,-1.3,-11.1
CCOCCCNC(=O)C(NC(=O)Cc1cccs1)c1ccccc1 (stereo not given),-0.4,25.3,-0.8,-4.9,1.8,-7.0,8.1,-1.8,-14.1,-25.3
O=C(CSc1nnc(NC(=O)C2CC2)s1)NCc1ccccc1Cl,-3.4,9.5,-1.2,-1.4,-6.9,-4.1,3.7,-3.3,-4.6,-9.5
CN(C)C(=O)c1ccc(NC(=O)CC2SC(N3CCCC3)=NC2=O)cc1 (stereo not given),-0.1,23.1,0.1,1.2,2.0,0.7,0.9,0.5,-3.6,-23.1
NNC(=O)C1SCCN1S(=O)(=O)c1ccc(Cl)cc1 (stereo not given),2.2,-2.5,1.8,2.5,9.8,-1.8,2.6,0.0,3.5,2.5
CCN1CCN(c2ccc(S(=O)(=O)N3CCOCC3)cc2NC(=O)C(C)Oc2ccc(F)cc2)CC1 (stereo not given),-2.6,10.0,-2.1,3.3,0.7,-17.5,-2.4,0.4,1.8,-10.0
COc1cc2c(C(=O)NCc3ccc4c(c3)OCO4)cn(CC(C)C)c(=O)c2cc1OC,-1.8,x,x,2.4,-5.9,16.0,10.1,-0.6,14.0,x
O=C(CN(C(=O)c1nsc(Cl)c1Cl)c1cccc(F)c1)NC1CCCC1,-1.4,-21.9,-0.5,1.0,15.7,-1.3,-12.7,0.2,-8.0,21.9
O=C1NC(c2ccc(Cl)c([N+](=O)[O-])c2)Nc2ccccc21 (stereo not given),3.6,-5.1,-1.4,4.2,-12.9,-13.4,3.2,-0.6,-11.1,5.1
Cc1ccccc1NC1=NS(=O)(=O)c2ccccc21,2.3,-4.3,x,4.8,2.5,-13.4,4.9,0.3,0.8,4.3
CC1(C)Cc2c(sc(NC(=O)C(=O)N3CCCCC3)c2C(=O)O)CO1,4.4,-5.8,-3.6,4.5,-1.5,-16.5,5.0,-0.9,7.0,5.8
CCN1CCN(S(=O)(=O)CC2(C)C3CCC2(C)C(=O)C3Br)CC1 (stereo not given),-2.0,u,0.7,-2.7,2.2,-6.7,3.7,-0.4,4.5,-234.2
O=C(NCc1cn2ccccc2n1)C1CCC(=O)N(Cc2ccccc2F)C1 (stereo not given),1.2,11.1,-0.5,-3.2,-1.9,-2.2,1.0,-1.1,-0.5,-11.1
O=C(O)CC1CCCC(c2ccccc2)C1=O (stereo not given),-3.1,-23.1,x,-3.1,x,-3.3,-1.4,1.6,x,23.1
O=C1C(=O)N(Cc2cccnc2)C(c2ccc(Br)cc2)/C1=C(\O)c1ccc2c(c1)OCCO2 (stereo not given),-0.5,5.8,-0.3,-0.6,7.5,-7.4,0.3,x,8.5,-5.8
COc1ccc(-c2noc(-c3ccccc3C(=O)N3CCOCC3)n2)cc1,-4.7,-14.2,x,2.4,7.4,-17.7,-9.2,1.5,-11.6,14.2
CC(C)(C)c1cnnn1-c1ccc([N+](=O)[O-])cc1,-2.2,2.5,0.6,6.0,-5.1,-14.1,7.7,-5.1,-1.7,-2.5
CC(Oc1ccc(Cl)cc1Cl)C(=O)NNC(=O)C(=O)N1CCCC1 (stereo not given),-0.2,-7.1,-0.8,0.4,-14.5,-7.8,0.3,-1.2,-1.3,7.1
CC1CCCN(C(=O)Cn2c(=O)oc3cc(S(=O)(=O)N4CCCCC4)ccc32)C1 (stereo not given),-6.2,13.2,-1.0,-5.5,-8.0,-9.7,-3.9,0.5,3.3,-13.2
O=C(COC(=O)c1ccccn1)NC1CCCCC1,-8.5,17.7,-4.5,0.8,-1.0,-13.8,2.5,-1.4,3.3,-17.7
Cc1nn2cc(-c3ccc(Cl)cc3)cnc2c1Br,1.6,-1.7,17.0,5.1,26.0,6.7,-6.9,-0.7,132.0*,1.7
COc1ccccc1CN1CCNC(=O)C1CC(=O)NC1Cc2ccccc2C1 (stereo not given),2.8,16.1,-1.0,-5.2,x,8.4,-5.4,1.4,2.1,-16.1
CN(C/C=C/c1ccccc1)C1CCCCC1,7.5,13.8,-0.8,0.7,2.2,-7.0,-2.6,-0.2,-11.0,-13.8
COc1ccccc1N1CC(C(=O)Nc2ccc(N3CCOCC3)cc2)CC1=O (stereo not given),8.8,10.2,2.2,-0.2,-0.6,-4.5,-1.7,0.4,-3.8,-10.2
O=C1CSC(c2cn(-c3ccccc3)nc2-c2cc3ccccc3o2)N1Cc1ccccc1 (stereo not given),-4.5,-15.5,x,4.6,-3.1,1.2,-9.2,x,10.4,15.5
O=C(CNC(=O)c1ccc(OC(F)F)cc1)NC1CCCc2ccccc21 (stereo not given),-4.4,x,-0.3,-9.8,-6.5,1.8,-2.2,0.2,-14.6,43.9
Nc1nc(N)c2c(n1)CCCC2,-5.0,x,2.4,-2.0,-10.0,-12.1,-2.7,0.3,4.7,x
COc1ccc(C(=S)N2CCOCC2)cc1OC(=O)c1cc(OC)c(OC)c(OC)c1,-2.2,-16.4,0.5,-0.6,17.5,11.9,-1.3,1.4,1.6,16.4
O=C(Nc1nnc(-c2ccccn2)o1)c1ccc(Br)cc1,6.2,0.3,3.5,2.6,0.9,-9.3,-10.1,-0.2,3.0,-0.3
O=C(NC1CCCCCC1)c1cc(S(=O)(=O)N2CCC3(CC2)OCCO3)ccc1F,-0.6,13.0,-2.2,5.4,7.6,4.6,-7.6,-1.2,-13.4,-13.0
CCCc1cc(=O)oc2cc(OC(C)C(=O)NCc3ccccn3)c(Cl)cc12 (stereo not given),-1.0,-15.4,-0.5,4.0,10.0,-21.8,-6.9,-6.0,2.8,15.4
CC(N=C1NS(=O)(=O)c2ccccc21)C(=O)OCC(=O)N(C)C1CCS(=O)(=O)C1 (stereo not given),3.2,19.0,-1.5,1.9,-4.6,-5.5,-5.6,-2.7,-9.2,-19.0
